CYP2C9 activ: human CYP2C9 activators, primary screen, biochemical, luminescence | Cytochrome P450 2C9 (Homo sapiens), P11712 | recombinant CYP2C9, luciferin-H conversion; hits give high values; factor 1 = untreated enzyme, 0 = blocked | activation factor at 5 µM | 96,000 compounds, 1.4% hits | AID 1024, 2008;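 active = activation factor of 2 or more for CYP2C9 at a 5 µM dose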;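 also: 0 = sulfaphenazole-blocked wells and 1 = vehicle-only wells; values of inactives mirror those of a sister screen read the other way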
Target sequence (P11712 whole entry, looked up): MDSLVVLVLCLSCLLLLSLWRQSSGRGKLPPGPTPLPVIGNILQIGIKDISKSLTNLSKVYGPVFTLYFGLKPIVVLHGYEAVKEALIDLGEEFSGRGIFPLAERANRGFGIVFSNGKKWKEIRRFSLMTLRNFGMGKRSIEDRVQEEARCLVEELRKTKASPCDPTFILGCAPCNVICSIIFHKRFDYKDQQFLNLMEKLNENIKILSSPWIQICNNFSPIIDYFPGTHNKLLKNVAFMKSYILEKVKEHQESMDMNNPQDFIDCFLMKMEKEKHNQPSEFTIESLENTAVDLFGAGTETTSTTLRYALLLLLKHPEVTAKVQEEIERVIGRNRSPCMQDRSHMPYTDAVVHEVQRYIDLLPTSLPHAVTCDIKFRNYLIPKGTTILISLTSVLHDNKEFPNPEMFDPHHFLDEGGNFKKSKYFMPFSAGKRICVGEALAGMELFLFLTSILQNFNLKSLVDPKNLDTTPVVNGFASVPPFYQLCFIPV
PTK2B oligo ant: antagonists of Pyk2 self-association, primary screen, Q293 cells, FERM NanoBiT luminescence, HTS; 99,000 compounds, 0.83% hits; hits give low values; z-score (the deposit names both 25 µM and 10 µM); AID 1347419, 2020;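 active = Z-score of -3 or lower, scaled per plate to the spread of control and sample wells; inactive = z-score above -3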;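 also: negative z-score means lost luminescence so less FERM oligomerization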
MT1-MMP txn act: MT1-MMP promoter reporter activation – cell-based, luciferase luminescence, primary screen; activation factor at 10 µM; HT1080 MT1-MMP promoter luciferase reporter, overnight; hits give high values; 86,000 compounds, 0.16% hits;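 active = activation factor of at least 2 for MT1-MMP transcription at 10 µM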
CD11b adhes enh: enhancers of CD11b/CD18 adhesion to fibrinogen, primary screen, K562 cells, luminescence. Integrin beta-2 (Homo sapiens) + Integrin alpha-M (Homo sapiens), P05107+P11215. ATPlite luminescence. activation, % at 10 µM. 93,000 compounds, 0.07% hits. AID 1499, 2009;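 active = 10 µM primary screen giving 50% or more activity, confirmed by 40% or more on retest at that dose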; also: strong numbers were not always called active; reference of the scale not given here
CYP2C9 inhib: blockers of cytochrome P450 2C9 activity – biochemical, luminescence, ADME assay, primary screen | 96,000 compounds, 20% hits | inhibition, % at 5 µM | P11712 | CYP2C9 Supersomes, luciferin-H conversion;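 active = blocking of liver enzyme CYP2C9 beyond about 50% at 5 µM, limit read from the data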; also: values of inactives mirror those of a sister screen read the other way
PLAP activator: PLAP enzyme activators, biochemical, luminescence, HTS; 96,000 compounds, 1.2% hits; Alkaline phosphatase, placental type (Homo sapiens), P05187; activation fold at 20 µM; purified PLAP enzyme, luminescent substrate read-out; hits give high values; AID 696, 2007; in the data active = activation fold above about 2
CYP2C19 act: human CYP2C19 activators, primary screen, biochemical, luminescence; recombinant CYP2C19, luciferin-H EGE luminescence; hits give high values; 0 = fully inhibited enzyme, 1 = untreated enzyme; activation factor at 5 µM; 96,000 tested, under 10 active; AID 1025, 2008;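 active = activation factor of at least 2 at 5 µM in the primary screen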;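 also: 0 = wells with 2.5 mM tranylcypromine and 1 = vehicle-only wells; values of inactives mirror those of a sister screen read the other way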
CD11b adhes inh: inhibitors of CD11b/CD18 adhesion to fibrinogen, primary screen, K562 cells, luminescence; ATPlite luminescence; Mn2+ added to activate the integrin; Integrin beta-2 (Homo sapiens) + Integrin alpha-M (Homo sapiens), P05107+P11215; inhibition, % at 10 µM; AID 1497, 2009; 93,000 compounds, 0.54% hits;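 active = primary inhibition of 50% or more at 10 µM, then 40% or more on retest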; also: some results filed as inactive read as strong as hits
CYP2C19 inh: blockers of cytochrome P450 2C19 activity – biochemical, luminescence, ADME assay, primary screen; CYP2C19 Supersomes, luciferin-H EGE luminescence, 30 min; inhibition, % at 5 µM; 96,000 compounds, 21% hits; AID 778, 2007;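 active = CYP2C19 inhibition above a set limit at 5 µM in the primary screen, cut at about 50% in these data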;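 also: plate controls were negative control wells for no effect and 2.5 mM tranylcypromine positive control for full effect; values of inactives mirror those of a sister screen read the other way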
* = called active by the depositor; nt = no result given.

compound	PTK2B oligo ant	CYP2C19 inh	MT1-MMP txn act	PLAP activator	CYP2C9 inhib	CD11b adhes inh	CD11b adhes enh	CYP2C9 activ	CYP2C19 act
Cc1ccc2c(n1)sc1c(N)ncnc12	1.2	-6	1.1	1.1	-3	9	3	1	1.1
CCS(=O)(=O)NCc1cn2ccsc2n1	0.52	-8	1.1	1	-1	-1	0	1	1.1
O=C(Nc1ccc(Oc2ccc3ccccc3c2)cc1)c1ccco1	-1	19	1	0.8	-17	42	-2	1.2	0.8
COc1ccc2nc(SCC(=O)Nc3ccc4sc(C)nc4c3)c(C#N)cc2c1	-0.8	25	nt	1	45	-46	146	0.5	0.8
COC(=O)CN(C#N)c1nc(SC)nc(N(C)C)n1	0.99	56*	0.7	1.2	-92	8	3	1.9	0.4
OCCCNCc1cccc2ccccc12	0.28	14	1.1	1.1	-13	-1	-8	1.1	0.9
C=CCn1c(SCC(=O)Nc2ccc3c(c2)OCO3)nnc1-c1ccccc1OC	0.08	83*	1.1	1.5	89*	-8	1	0.1	0.2
Cn1c(SCC(=O)NCc2ccccc2)nnc1-c1ccc(NC(=O)CCc2ccccc2)cc1	0.42	-4	1.1	1	-9	-8	1	1.1	1
CCN1C(=O)Cc2cc(S(=O)(=O)N3CCOCC3)ccc21	0.09	10	1.2	1.2	-16	-26	0	1.2	0.9
CCOc1ccccc1N1CC(C(=O)NCCc2ccc(S(N)(=O)=O)cc2)CC1=O (centres undefined)	-0.57	30	nt	1.6	-6	-5	0	1.1	0.7
CC(C)c1ccc(Oc2cccc(C(=O)/C(C#N)=C/N(C)C)c2)cc1	-1.3	98*	1.3	1.5	85*	40	0	0.1	0
Cc1ccccc1CSc1nnc(-c2cccs2)n1Cc1ccco1	-1.9	62*	1.1	1.1	39	nt	nt	0.6	0.4
COc1cccc(-c2ccc(-c3noc(-c4cccs4)n3)c(OC)n2)c1	-0.2	3	nt	0.9	-2	1	-2	1	1
Cc1cc(NS(=O)(=O)c2ccc(NC(=O)C(c3ccccc3)c3ccccc3)cc2)no1	-0.3	12	1.1	1.8	64*	12	-6	0.4	0.9
Cc1nnsc1NC(=O)OCC(C)C	-0.55	-8	1.2	1	-4	-5	-5	1	1.1
Cc1onc(-c2ccccc2Cl)c1C(=O)Nc1cnn(Cc2ccccc2)c1	nt	9	1.1	1.1	37	-32	-2	0.6	0.9
COc1ccccc1NC(=O)CN1CCN(CC(=O)Nc2ccc(F)cc2)CC1	-0.19	88*	1.2	1.5	26	9	2	0.7	0.1
O=C(c1ccccc1)c1ccc(Oc2ncccn2)cc1	1.6	63*	1.6	1	21	-4	5	0.8	0.4
Cc1ccc(N(CCCCN2C(=O)c3ccccc3C2=O)C(=O)c2cccs2)cc1	-1.8	61*	nt	0.9	66*	1	-4	0.3	0.4
O=C(CSc1nnnn1-c1ccccc1)Nc1ncc2c(n1)CC(c1ccccc1)CC2=O (centres undefined)	-0.2	-8	1	0.8	0	16	-3	1	1.1
C=CCn1c(SCC(=O)Nc2c(C)cccc2C)nnc1-c1cnccn1	0.93	100*	1.2	1.1	46	1	-3	0.5	0
Cc1ccc(Cl)cc1N1CCN(C(=O)COc2ccc(S(=O)(=O)NC(C)C)cc2)CC1	nt	37	1.1	1.7	49	48	-1	0.5	0.6
COc1ccc(OC)c(NC(=O)CSc2nnc(Cc3cccn3C)n2CCc2ccccc2)c1	0.42	36	1.1	1.4	37	-15	4	0.6	0.6
COc1ccc(/C=N/n2cnnc2SCc2ccc(OC)cc2)cc1	0	20	1	1.4	1	5	4	1	0.8
Cc1cc2nc3c(c(=O)n2[nH]1)CCCC3	0.06	-14	1.1	0.9	-23	-34	-1	1.2	1.1
Cc1ccc(NC(NC(=O)c2cccs2)C(Cl)(Cl)Cl)cc1C (centres undefined)	-1.6	12	nt	1	56*	nt	nt	0.4	0.9
Cc1cccc(NC(=O)CN2C(=O)NC(Cc3ccccc3)C2=O)c1 (centres undefined)	0.2	47	1	1	60*	6	0	0.4	0.5
Cc1noc(C)c1S(=O)(=O)N(CC(=O)NCc1ccc2c(c1)OCO2)c1ccc(C(C)C)cc1	nt	63*	1.2	1	14	0	-1	0.9	0.4
CCOC(=O)c1cnn(-c2ccccc2)c1NC(=O)CSc1nnc(-c2cccs2)n1CC	0.61	8	nt	1.4	-8	-21	-3	1.1	0.9
CCN(CC)c1ccc(NC(=O)c2cncc(Br)c2)cc1	0.24	-9	1.5	0.8	-26	-5	3	1.3	1.1
CC12CC(NC(=O)N1c1cccc(C(=O)N3CCN(c4ccccc4)CC3)c1)c1ccccc1O2 (centres undefined)	-0.1	58*	nt	1.3	53*	16	4	0.5	0.4
Cc1cc(OCC(=O)N(C)C)c2c(-c3ccccc3)cc(=O)oc2c1	nt	16	1	1	64*	4	-5	0.4	0.8
O=C(CSc1nc2c(c(=O)n1-c1ccc(Cl)cc1)SCC2)N1CCOCC1	nt	7	1.1	1.1	17	-41	3	0.8	0.9
CC(=O)c1cccc(N(CC(=O)N2CCCC2)S(C)(=O)=O)c1	0.27	4	1.1	0.9	0	nt	nt	1	1
COc1ccc(NC(=O)CN2CCC(C(N)=O)(N3CCCCC3)CC2)cc1	-0.19	20	1.1	1.2	17	-62	2	0.8	0.8
COC(=O)C1C(=O)OC(C)(C)C1C(C)C(=O)c1ccccc1 (centres undefined)	0.85	79*	nt	0.9	19	-24	-2	0.8	0.2
CC1(C)CC(=O)c2cnc(N)nc2C1	0.58	1	2.4*	1.1	0	nt	nt	1	1
CC(C)NC(=O)C1CCN(C(=O)c2ccc(-c3ccccc3)cc2)CC1	-0.71	-11	nt	1.3	13	-10	-2	0.9	1.1
CCCC(=O)Nc1nc2c(c(=O)[nH]1)CCCC2	1.6	3	1.1	0.9	-1	-2	-2	1	1
CCn1c(SCC(=O)c2ccc(Cl)cc2)nnc1-c1cccs1	-0.97	70*	1.2	0.9	25	2	-3	0.8	0.3
O=C(CCNS(=O)(=O)c1cccc2nsnc12)Nc1ccc2c(c1)OCCO2	0.58	10	nt	0.8	37	6	1	0.6	0.9
Cc1ccc(NC(=S)NCCC(c2ccccc2)c2ccccc2)c(C)c1	-1.3	61*	nt	1.4	59*	10	2	0.4	0.4
O=S(=O)(NCc1ccc(Cl)cc1)c1cnc[nH]1	0.31	78*	1.1	0.9	95*	4	6	0	0.2
O=C(NC1CSC/C1=N\O)c1ccccc1 (centres undefined)	0.4	13	1	0.9	6	-12	-4	0.9	0.9
CC(C)C[C@H](N)c1nnc(S(=O)(=O)Cc2cccc(F)c2)o1	1.6	6	1.1	1.3	4	2	-1	1	0.9
O=C(Nc1cc(C(F)(F)F)ccc1N1CCCCC1)c1ccco1	-0.91	-14	1	0.9	11	1	0	0.9	1.1
COc1ccc(C(=O)O/N=C(\C)c2ccccc2)cc1	1.9	52*	nt	1	88*	29	-6	0.1	0.5
CC(/C=N/NC(=O)C(O)c1ccccc1)=C\c1ccccc1 (centres undefined)	0.14	22	nt	0.7	33	nt	nt	0.7	0.8
COc1cccc(C(=O)Nc2cc([N+](=O)[O-])ccc2N2CCN(C)CC2)c1	-0.54	-13	nt	1.1	-6	2	1	1.1	1.1
COCc1nnc(N)s1	1.7	1	1	1	-2	0	-5	1	1
COC(=O)C1=C(C)N(C)C(C)=C(C(=O)OC)C1c1ccncc1	0.32	78*	1.2	1.1	79*	2	-2	0.2	0.2
CCOc1ccc(C2CC(c3ccc(OC)cc3)n3ncnc3N2)cc1 (centres undefined)	nt	6	1.1	1.2	38	3	-3	0.6	0.9
O=S1(=O)CC(O)C(NCc2ccco2)C1 (centres undefined)	1.2	-9	1	1	-34	-4	-4	1.3	1.1

Filtered by structure, the entries above with an aryl methoxy group.
compound	PTK2B oligo ant	CYP2C19 inh	MT1-MMP txn act	PLAP activator	CYP2C9 inhib	CD11b adhes inh	CD11b adhes enh	CYP2C9 activ	CYP2C19 act
COc1ccc2nc(SCC(=O)Nc3ccc4sc(C)nc4c3)c(C#N)cc2c1	-0.8	25	nt	1	45	-46	146	0.5	0.8
C=CCn1c(SCC(=O)Nc2ccc3c(c2)OCO3)nnc1-c1ccccc1OC	0.08	83*	1.1	1.5	89*	-8	1	0.1	0.2
COc1cccc(-c2ccc(-c3noc(-c4cccs4)n3)c(OC)n2)c1	-0.2	3	nt	0.9	-2	1	-2	1	1
COc1ccccc1NC(=O)CN1CCN(CC(=O)Nc2ccc(F)cc2)CC1	-0.19	88*	1.2	1.5	26	9	2	0.7	0.1
COc1ccc(OC)c(NC(=O)CSc2nnc(Cc3cccn3C)n2CCc2ccccc2)c1	0.42	36	1.1	1.4	37	-15	4	0.6	0.6
COc1ccc(/C=N/n2cnnc2SCc2ccc(OC)cc2)cc1	0	20	1	1.4	1	5	4	1	0.8
COc1ccc(NC(=O)CN2CCC(C(N)=O)(N3CCCCC3)CC2)cc1	-0.19	20	1.1	1.2	17	-62	2	0.8	0.8
COc1ccc(C(=O)O/N=C(\C)c2ccccc2)cc1	1.9	52*	nt	1	88*	29	-6	0.1	0.5
COc1cccc(C(=O)Nc2cc([N+](=O)[O-])ccc2N2CCN(C)CC2)c1	-0.54	-13	nt	1.1	-6	2	1	1.1	1.1
CCOc1ccc(C2CC(c3ccc(OC)cc3)n3ncnc3N2)cc1 (centres undefined)	nt	6	1.1	1.2	38	3	-3	0.6	0.9

Compounds were not picked by outcome (roughly 31% active in at least one column).
